# Screening results: PubChem, several laboratories
# HIV RNase H inh: inhibitors of HIV-1 reverse transcriptase RNase H. AID 565. RT-RNase H RNA/DNA duplex cleavage, fluorescence. inhibition, % at 10 µM. P04585. 1.9% of 65,000 active; in the data active = inhibition above about 50%
# RmlC RmlD mix: inhibitors of RmlC and RmlD coupled enzymes. RmlC/RmlD coupled enzyme inhibition, 384-well mixture HTS. inhibition, % at 5.5 µM. 0.39% of 110,000 active; in the data active = inhibition above about 30%, passing the limit was not always enough; also: strong numbers were not always called active
# Numbers without * were called inactive; / = no result given. A portion of the library; rates above refer to the full screens.
# The first five entries as a preview:
structure	HIV RNase H inh	RmlC RmlD mix
CC(=O)c1cccc(NC(=O)c2ccc(NS(=O)(=O)c3c(C)noc3C)cc2)c1	-23	-14
CCOC(=O)C1=C(C)NC(=O)NC1c1ccc(OC(=O)c2ccco2)c(OC)c1 (stereo unspecified)	-15	9
CC(C)(C)C1CCC(=O)C(C2(O)C(=O)Nc3ccccc32)C1 (stereo unspecified)	-3	3
c1ccc(C(OCCN2CCNCC2)c2ccccc2)cc1	-15	3
C#CCO[C@@H]1C[C@H](n2cnc3c(NC(=O)c4ccccc4)ncnc32)O[C@@H]1CO	/	-14

# Results, previewed entries included:
structure	HIV RNase H inh	RmlC RmlD mix
CC(=O)c1cccc(NC(=O)c2ccc(NS(=O)(=O)c3c(C)noc3C)cc2)c1	-23	-14
CCOC(=O)C1=C(C)NC(=O)NC1c1ccc(OC(=O)c2ccco2)c(OC)c1 (stereo unspecified)	-15	9
CC(C)(C)C1CCC(=O)C(C2(O)C(=O)Nc3ccccc32)C1 (stereo unspecified)	-3	3
c1ccc(C(OCCN2CCNCC2)c2ccccc2)cc1	-15	3
C#CCO[C@@H]1C[C@H](n2cnc3c(NC(=O)c4ccccc4)ncnc32)O[C@@H]1CO	/	-14
COC(=O)c1coc(-c2ccc(C)cc2)c1C(=O)OC	-18	-11
Cc1c(CCC(C)C)c(-n2ccnc2C)n2c(nc3ccccc32)c1C#N	/	-11
O=C(COc1ccccc1)Nc1nc2ccccc2[nH]1	-4	-12

# Following part.
structure	HIV RNase H inh	RmlC RmlD mix
CCC(=O)Nc1ccc(C(=O)Nc2cc(C)on2)cc1	/	5
CCOC(=O)N1CCN(C(=O)CN(Cc2ccc(Cl)cc2)S(=O)(=O)c2ccccc2)CC1	/	-4
Cc1nc2c3c4c(sc3n3c(SCC(=O)NCc5ccco5)nnc3n2n1)COC(C)(C)C4	2	13
Cc1nn(Cc2ccc(Cl)cc2Cl)c(C)c1NC(=O)C1C2CCC(O2)C1C(=O)O (stereo unspecified)	/	-13
CCCn1c(N)nc2ccccc21	/	45
Cc1nc(NC(=O)c2ccccc2)sc1-c1csc(N)n1	-11	2
COC(=O)C(C)NS(=O)(=O)c1ccc(NC(C)=O)cc1 (stereo unspecified)	-12	-2
Cc1ccc(S(=O)(=O)N2CCCC(C(=O)N3CCCc4ccccc43)C2)cc1 (stereo unspecified)	/	7

# Going on with the list.
structure	HIV RNase H inh	RmlC RmlD mix
C[C@@H]1CCC[C@@]2(O[C@H](CCO)C[C@@H](O)[C@@H]2O)O1	/	-8
COc1ccc(OC)c(C2CC(=O)N3CN(c4ccc(C)c(Cl)c4)CSC3=C2C#N)c1 (stereo unspecified)	-6	7
O=C(c1cnc2n(c1=O)CCS2)N1CCN(c2ccc(Cl)c(Cl)c2)CC1	-5	-6
N#Cc1ccc(-c2ccco2)nc1SCc1ccccc1	-16	-63
N#Cc1cc(-c2ccccc2)cn(Cc2c(Cl)cccc2Cl)c1=O	/	-30
CCCCCn1c(CN2CCN(Cc3ccccc3)CC2)nc2c1c(=O)[nH]c(=O)n2C	-4	-11
O=C(c1ccco1)N1CCCC(c2nc(-c3ccc(S(=O)(=O)NCc4ccccc4)cc3)no2)C1 (stereo unspecified)	-3	/
Cc1nc(NC2=NCN(Cc3cccnc3)CN2)nc2ccccc12	-6	/

# Following part:
structure	HIV RNase H inh	RmlC RmlD mix
OC(CSc1ccccc1Cl)CN1CCN(c2ccc(F)cc2)CC1 (stereo unspecified)	/	8
O=C(OCCN(C1=NS(=O)(=O)c2ccccc21)c1ccc(Cl)cc1)c1ccco1	-5	11
O=C(CCN1C(=O)c2ccccc2C1=O)N1CCN(c2ccccn2)CC1	-4	37
COCCCn1c(-c2ccccc2Cl)n[nH]c1=S	3	5
O=S(=O)(NCc1ccco1)c1ccc(S(=O)(=O)N2CCCCC2)cc1	/	-2
CCC(=O)Nc1ccc(NC(=O)c2ccco2)c(OC)c1	-1	/
CCC(C)Nc1nc(OC(C(F)(F)F)C(F)(F)F)nc(OC(C(F)(F)F)C(F)(F)F)n1 (stereo unspecified)	/	-14
CC(C)(C)n1ncc2c(=O)n(CC(=O)OCc3ccccc3)cnc21	-8	-6

# Following part.
structure	HIV RNase H inh	RmlC RmlD mix
COc1ccc(/C=N/c2c(-c3ccc(OC)cc3)nc3n2CCS3)cc1	/	-8
CCOC(=O)N1CCN(C(=O)NC23CC4CC(CC(C4)C2)C3)CC1	-1	-74
CC1Cc2ccccc2N1C(=O)CN1C(=O)CN(C)C(=O)c2ccccc21 (stereo unspecified)	1	2
Cn1c(Cl)cnc1C(O)c1ccccc1 (stereo unspecified)	-5	1
Clc1ccc2nc(-c3ccc(Br)s3)cn2c1	/	104
O=C(c1ccc(C(=O)N2CCOCC2)nc1)N1CCOCC1	-8	-8
COCCn1c(C)cc(C(=O)COC(=O)c2ccc3ncsc3c2)c1C	-45	4
CCOC(=O)N1CCN(S(=O)(=O)c2ccc(C(=O)Nc3ccc(F)cc3F)cc2)CC1	-5	/

# New compounds follow
structure	HIV RNase H inh	RmlC RmlD mix
CCOC(=O)c1cc2occc2n1CCCN1C(=O)c2ccccc2C1=O	-20	-11
CCn1c(CCNC(=O)c2cccs2)nnc1SCC(=O)Nc1nc(-c2ccccc2)cs1	/	6
CC12CN(C(=O)c3ccco3)CC(c3ccccc3)(CN(C(=O)c3ccco3)C1)C2=O	4	-13
CCc1nc2cc(CC(=O)O)ccc2o1	/	-9
CC1(c2ccccc2)NC(=O)N(CC(=O)N2CCOCC2)C1=O (stereo unspecified)	-12	20
Cc1noc(COc2ccccc2OCC(N)=O)c1Cl	-9	/
C=CCN1C=C2C(=O)C(C)(OC(=O)C3CCCC3)C(=O)C(c3ccccc3)=C2C=C1CCCC(=O)OC (stereo unspecified)	/	8
CNCCc1ccc(OC)c(OC)c1	/	6

# Continuation.
structure	HIV RNase H inh	RmlC RmlD mix
Cc1ccccc1-n1c(=O)cc(N2CCCCCC2)[nH]c1=O	-6	4
COC(=O)c1cn(C)c2ccc(S(=O)(=O)N3CC(C)CC(C)C3)cc2c1=O (stereo unspecified)	13	-11
O=c1c2c(-c3cccs3)csc2ncn1-c1ccccc1	/	8
Cc1ccn(-c2ccc([N+](=O)[O-])cc2)n1	/	11
CCCCCc1nc(-c2nonc2N)no1	/	11
CC(=O)Nc1nc(-c2cccs2)cs1	2	-9
Cn1c(=O)oc2cc(S(=O)(=O)N3CCCC(C(=O)NCC4COc5ccccc5O4)C3)ccc21 (stereo unspecified)	-3	/
O=C(NCCc1ccc(Cl)cc1)C1CCN(C(=O)c2sccc2-n2cccc2)CC1	12	-7

# An excerpt of these results, with two lines to a compound.
# Under each structure – HIV RNase H inh, RmlC RmlD mix
> COC(=O)C(C)NS(=O)(=O)c1ccc(NC(C)=O)cc1 (stereo unspecified)
→ -12, -2
> Cc1ccc(S(=O)(=O)N2CCCC(C(=O)N3CCCc4ccccc43)C2)cc1 (stereo unspecified)
→ /, 7

# Next section.
structure	HIV RNase H inh	RmlC RmlD mix
O=c1c2ccccc2nc(SCc2ccccc2Cl)n1Cc1ccccc1	/	12
O=C(Cn1nc(Cc2cccnc2)c2ccccc2c1=O)Nc1ccc2c(c1)OCO2	-8	-5
O=C(CN1C(=O)COc2ccccc21)NCCN1CCc2ccccc2C1	-4	5
COc1cc2c(cc1OC)-c1c(OC)c(OC)cc3c1[C@H](C2)[N+](C)(C)CC3	/	-7
O=C(CCN1C(=O)c2ccccc2C1=O)N1CCN(Cc2ccc(Cl)cc2Cl)CC1	-55	6
O=C(NCCCn1ccnc1)c1cn(-c2ccccc2)nc1-c1ccc(F)cc1	-5	-4
CC1=C2C(=O)OC(c3ccoc3)C2(C)CCC1 (stereo unspecified)	-27	-16
COc1ccc(S(=O)(=O)N2CCCCCC2)cc1C(=O)OCC(=O)NCC(C)C	/	-13

# New compounds follow
structure	HIV RNase H inh	RmlC RmlD mix
O=C(CSc1nc2c(sc3ccccc32)c(=O)n1CCCN1CCCC1)NCC1CCCO1 (stereo unspecified)	/	3
Cc1cc(C)n2c(SCC(=O)N3CCN(S(=O)(=O)c4ccc(Cl)cc4)CC3)nnc2n1	70*	-19
O=C(c1ccc2nc(-c3ccco3)c(-c3ccco3)nc2c1)N1CCN(c2ccccc2)CC1	76*	-4
Cc1ccccc1OCc1nc(-c2ccccc2)no1	-36	7
CCC(=O)Nc1cccc(C2=NOC3(C2)C[C@@H](C(N)=O)N(C(=O)C(c2ccccc2)c2ccccc2)C3)c1 (stereo partly specified)	/	8
C=CCc1ccccc1OCC(O)CN1CCN(Cc2ccc3c(c2)OCO3)CC1 (stereo unspecified)	0	-5
COCC(=O)Nc1nnc(SCC(=O)NCc2cccs2)s1	4	-11
CCNC(=S)N1CCN(C(c2ccccc2)c2ccccc2)CC1	/	4

# The list goes on.
structure	HIV RNase H inh	RmlC RmlD mix
O=S(=O)(Cc1ccccc1)N1CCn2c(nc3ccccc32)C1	-4	10
CCOC(=O)c1nnn(CC(=O)Nc2cc(Cl)ccc2C)c1C(=O)OCC	-7	2
CCC1(C)Cc2c(sc3c2c2ncnn2c2nnc(SCC(=O)NCc4ccco4)n32)CO1 (stereo unspecified)	0	-14
O=C(Nc1ncc2c(n1)-c1ccccc1CC2)c1ccc(F)cc1	/	3
CN(C)S(=O)(=O)N1CCN(C(=O)N2CCCCCC2)CC1	/	6
COc1cc(C2N3CC4(C)CN2CC(C)(C3)C4)ccc1O (stereo unspecified)	-1	-14
CCC(=O)N/C=C/n1cnc2cc(C(F)(F)F)ccc21	-14	-8
Cc1ccc(-n2c(=O)[nH]cc(C(=O)Nc3ccc4c(c3)OCO4)c2=O)cc1C	-8	2

# The listing continues.
structure	HIV RNase H inh	RmlC RmlD mix
CC[C@H](C)[C@H](NS(=O)(=O)c1ccc(C)cc1)C(=O)N1CCC(C(=O)N[C@@H](C)C(=O)O)CC1	0	7
CCCN(CCC)CCCNS(=O)(=O)c1cc(Br)cc2c1N(C(C)=O)CC2	7	3
Cc1ccccc1NC(=O)Cc1nc(CSc2nnc(C3CCCCC3)n2N)cs1	13	-12
COc1ccc(OCC(O)CN2CCCCCC2)cc1 (stereo unspecified)	/	1
COc1ccc(Br)cc1CN1CCN(C(=O)c2cccc(OC)c2OC)CC1	/	-10
COc1ccc(NC(=O)CSc2nc(-c3ccncc3)nn2CC(=O)N2CCCC2)cc1	3	-7
CCN(CC)S(=O)(=O)c1cccc(-c2nc3n(n2)Cc2ccccc2-3)c1	0	3
CCCCOc1ccc(-c2nnc(-c3ccco3)o2)cc1	-7	1

# Continued:
structure	HIV RNase H inh	RmlC RmlD mix
Cc1ccc(CNC(=O)c2ccccc2N)cc1	/	1
Cc1c(N(C(=O)Nc2ccccc2)C2=NCC(C)S2)c(=O)n(-c2ccccc2)n1C (stereo unspecified)	-13	-11
CCC1=NN2C(=N)/C(=C\c3ccc(SCc4ccco4)o3)C(=O)N=C2S1	/	84
C#Cc1ccc([C@@H]2C=C(C(=O)O)O[C@H](OCCCCO)C2)cc1	/	-6
COC(=O)c1ccc(C2CC(=O)Nc3cc(OC)c(OC)cc32)cc1 (stereo unspecified)	-20	-6
CC(C)(C)C(=O)NCCc1nc2ccccc2n1CC(=O)c1ccccc1	/	-12
Cc1cc(C)nc(/N=C(\N)Nc2ccc(F)c([N+](=O)[O-])c2)n1	/	6
Cc1cc(C)c(NC2=CC(=O)CC(C)(C)C2)c(C#N)c1	-5	6

# Further compounds
structure	HIV RNase H inh	RmlC RmlD mix
CCCSc1nc(=O)n2cc(C)ccc2n1	/	10
CCOC(=O)COc1nc(N(C)C)nc(N(C)C)n1	-14	-1
Cn1c(Cn2c(C(F)(F)F)nc3ccccc32)nc2ccccc21	/	6
CNC(=S)Nc1ccc(OC)c(OC)c1	/	-6
Cn1c(SCC(=O)N(C2CCCCC2)C2CCCCC2)nnc1-c1cccs1	9	-10
COc1ccc(CNC(=O)Cc2c(C(=O)O)[nH]c3ccccc23)cc1	/	-15
O=C(CSCc1ccccc1)Nc1ccc2c(c1)OCO2	-20	-11
Cc1cc(C)cc(NC2=CC(=O)CC(c3ccco3)C2)c1 (stereo unspecified)	/	11

# An excerpt from above in order of number of heavy atoms, descending.
structure	HIV RNase H inh	RmlC RmlD mix
Cn1c(SCC(=O)N(C2CCCCC2)C2CCCCC2)nnc1-c1cccs1	9	-10
COc1ccc(CNC(=O)Cc2c(C(=O)O)[nH]c3ccccc23)cc1	/	-15
Cn1c(Cn2c(C(F)(F)F)nc3ccccc32)nc2ccccc21	/	6
Cc1cc(C)nc(/N=C(\N)Nc2ccc(F)c([N+](=O)[O-])c2)n1	/	6
Cc1cc(C)cc(NC2=CC(=O)CC(c3ccco3)C2)c1 (stereo unspecified)	/	11
Cc1cc(C)c(NC2=CC(=O)CC(C)(C)C2)c(C#N)c1	-5	6
CCCSc1nc(=O)n2cc(C)ccc2n1	/	10

# Additional entries follow:
structure	HIV RNase H inh	RmlC RmlD mix
COCCCn1nnnc1SCC(=O)Nc1nc(C)c(C)s1	-1	-9
O=C(CSc1nnc(C2COc3ccccc3O2)o1)N1CCOCC1 (stereo unspecified)	-11	2
COCC(C)NC(=O)c1noc2c1CCc1cc(OC)ccc1-2 (stereo unspecified)	-1	5
COC(=O)c1cc(OC)c(OC)c(OC)c1N	-15	/
COc1ccc(C(CNC(=O)c2ccc(-n3cnnn3)cc2)N2CCOCC2)cc1 (stereo unspecified)	2	-1
Cc1cc2cc(CNC(=O)c3ccc(S(=O)(=O)N4CCOCC4)cc3)ccc2n1C	/	7
Cc1ccc(C)c(N2CCN(C(=O)Cc3cn(C)c4ccccc34)CC2)c1	/	7
Cc1cc(/C=C(/C#N)c2nc3ccccc3[nH]2)c(C)n1-c1cccc([N+](=O)[O-])c1	/	18

# (listing goes on)
structure	HIV RNase H inh	RmlC RmlD mix
COc1ccc(N/C=C/C(=O)c2ccc(C)cc2)c([N+](=O)[O-])c1	/	-15
Cc1cc(C)c2c(N)c(C(=O)N3CCCCCC3)sc2n1	3	-6
Cn1nnnc1SCC(=O)Nc1nc(-c2ccccc2)c(-c2ccccc2)o1	7	-11
CCOCC(=O)Nc1nc2ccc(C)cc2s1	-19	-8
C=CCn1c(NC(=O)c2ccccc2Cl)c(C#N)c2nc3ccccc3nc21	5	18
COc1ccc(-c2oc3cc(OC)c(O)c(OC)c3c(=O)c2OC)cc1O	/	6
